# DRD3 agonist – qHTS of D3 Dopamine Receptor Agonist: qHTS; D(3) dopamine receptor (Homo sapiens), P35462; D3R DiscoveRx beta-arrestin cells, luminescence, 90 min; max activation, %; actives 0.58% (n = 410,000); AID 652048, 2013; in the data active = max activation above about 30%; note: 0% is about no effect; mostly tested at two doses, the higher about 12 µM
# Target sequence (P35462 whole entry, looked up): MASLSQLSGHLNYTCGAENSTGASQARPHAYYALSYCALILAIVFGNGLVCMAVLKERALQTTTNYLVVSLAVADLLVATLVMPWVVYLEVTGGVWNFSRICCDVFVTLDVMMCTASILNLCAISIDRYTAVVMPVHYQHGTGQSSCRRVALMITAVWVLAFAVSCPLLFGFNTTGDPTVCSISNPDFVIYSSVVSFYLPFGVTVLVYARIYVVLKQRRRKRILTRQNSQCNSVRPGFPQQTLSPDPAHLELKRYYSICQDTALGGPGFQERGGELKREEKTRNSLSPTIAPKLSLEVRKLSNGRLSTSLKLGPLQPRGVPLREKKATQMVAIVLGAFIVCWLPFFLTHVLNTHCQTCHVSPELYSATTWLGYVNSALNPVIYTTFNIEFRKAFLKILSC
#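 Agonist mode: compounds and dopamine controls were applied to plated cells for 90 min at 37 degrees C after an overnight attachment at 1500 cells/well. Luminescent read-out followed 30 - 60 minutes at room temperature with DiscoveRx detection reagent.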
# KB-3-1 cytotox – qHTS assay for MDR1-selective chemotherapeutics: Primary screen using the parental adenocarcinoma cell KB-3-1; KB-3-1 viability, CellTiter-Glo ATP luminescence, 72 h; actives 1.4% (n = 400,000); AID 1347075, 2019; Potency, µM (doses to about 46.1 µM), for the others: at the highest dose activity change, negative = cytotoxic, usual class: cytotoxic; note: potency is the fitted concentration of half-maximal effect; % is set by controls: 0 for no effect and ±100 for the full control effect; nearly all actives have a fitted effect of over 60% in size
#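 Luminescent ATP read-out (CellTiter-Glo) measures survival of drug-naive KB-3-1 cells after 72 h compound exposure at 37 °C. Titration series was screened from lowest to highest concentration, with DMSO vehicle plates as background controls.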
# HT1080 IDH1KD tx – qHTS for induction of synthetic lethality in tumor cells producing 2HG: qHTS for the HT-1080-IDH1KD cell line | Potency, µM (series often up to 46.1 µM), for the others: at the highest dose activity, negative = toxicity, usual class: cytotoxic | HT-1080 IDH1 knockdown viability, ATP luminescence, 48 h | actives 2% (n = 360,000);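 note: potency is the fitted concentration of half-maximal effect; 0% = DMSO wells and -100% = cell-free medium wells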
#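 CellTiter-Glo luminescence after 48 h compound exposure at 37 degrees C of IDH1-knockdown HT-1080 cells in 5% FBS RPMI. %Activity scaled between DMSO wells and cell-free media wells, with curves fitted and assigned curve classes.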
# HT1080-NT tox – qHTS for induction of synthetic lethality in tumor cells producing 2HG: qHTS for the HT-1080-NT fibrosarcoma cell line; HT-1080-NT fibrosarcoma viability, CellTiter-Glo ATP luminescence, 48 h; Potency, µM (series often up to 46.1 µM), for the others: at the highest dose activity, negative = less viability, actives largely listed as cytotoxic; actives 1.6% (n = 360,000); AID 686970, 2013;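 note: NT is the 2HG producing partner of a matched IDH1 knockdown line; potency is the fitted concentration of half-maximal effect; 0% = DMSO-treated cells and -100% = media-only wells without cells; nearly all actives have a fitted effect of over 55% in size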
#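 Read-out is CellTiter-Glo luminescence after 10 minutes at room temperature, following 48 hours' compound treatment of HT-1080-NT cells (750 cells/well, RPMI, 5% FBS, 37 degrees C).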
# KB-V1 MDR tox – qHTS assay for MDR1-selective chemotherapeutics: Primary screen using the drug-selected MDR subline cells KB-V1 | Potency, µM (titrated, usually from 46.1 µM), for the others: at the highest dose activity change, negative = cytotoxicity, most hits filed as cytotoxic | KB-V1 MDR cells viability, CellTiter-Glo, 72 h | AID 1347076, 2019 | actives 3.4% (n = 400,000); note: potency is the fitted concentration of half-maximal effect; % is set by controls: 0 for no effect and ±100 for the full control effect; nearly all actives have a fitted effect of over 60% in size
#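 Compound-treated KB-V1 multidrug-resistant cells, 72 h, 37 degrees C; viability by CellTiter-Glo. Fitted qHTS curves give the values.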
# MCF10A rerep – A quantitative high throughput screen for small molecules that induce DNA re-replication in MCF 10a normal breast cells; MCF 10A DNA re-replication, Hoechst nuclear intensity, 48 h; Potency, µM (titrated, usually from 46.1 µM), for the others: at the highest dose activity, positive = re-replication, usual class: activators; actives 2.9% (n = 350,000); AID 624296, 2012; note: potency is the fitted concentration of half-maximal effect; % of control where 0% means no effect; nearly all actives have a fitted effect of over 50% in size
# SW480 rereplic – A quantitative high throughput screen for small molecules that induce DNA re-replication in SW480 colon adenocarcinoma cells | SW480 DNA re-replication, Hoechst DNA content imaging, 48 h | Potency, µM (highest dose often 46.1 µM), inactives show at the highest dose re-replication activation, most hits filed as activators | actives 1.8% (n = 340,000); note: potency is the fitted concentration of half-maximal effect; % of control where 0% means no effect; nearly all actives have a fitted effect of over 55% in size
#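 SW480 cells exposed to compounds for 48 hr at 37 C, 5% CO2, then Hoechst-stained 40 min. Nuclear DNA content imaged by fluorescence scanning (405 nm excitation, 500-530 nm emission); re-replication scored as increased high-intensity nuclei.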
# IL1B secr inh – qHTS for Inhibitors of Inflammasome Signaling: IL-1-beta AlphaLISA Primary Screen | actives 4.7% (n = 360,000) | activity change, % at 57.5 µM | THP-1 LPS/ATP IL-1B secretion, AlphaLISA, 16 h; hits give low values; in the data active = activity change below about -50%; inconclusive = mostly about -30% to -49%; note: % is set by controls: 0 for no effect and ±100 for the full control effect
#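 THP-1 cells pretreated 1 hr with compounds (up to 57.5 uM final), then stimulated with LPS (250 ng/mL final) plus ATP (1.25 mM final); secreted IL-1B measured by AlphaLISA after 16 hr, decreased signal indicating inhibition.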
# GLP1R cytotox – qHTS of GLP-1 Receptor Inverse Agonists: Cytotox Screen | HEK293 cAMP-luciferase reporter cells, luminescence, 24 h | Potency, µM (titrated, usually from 38.3 µM), without a hit: top-dose activity change, negative = inhibition, hits mostly inhibitors | actives 0.13% (n = 410,000);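 note: loss of luciferase light is scored as toxicity; potency is the fitted concentration of half-maximal effect; % is set by controls: 0 for no effect and ±100 for the full control effect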
#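 Quantitative HTS format, 1536 wells, 200 cells/uL seeded. Compounds: 23 nL, 24 h, 37 °C. Detection: luciferase reagent, luminescence at 12 min RT; decreased signal taken as cytotoxic.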
# An asterisk follows results filed as active; ? = inconclusive; · = not tested or not shown; & = joins results of further samples; [ ] = remark or other dose. Unless noted, calls come from the whole dose curve; as a rule, active = well fitted curve in the direction sought with a large enough effect; inconclusive = small, poorly fitted or top-dose-only effect, or another doubt; inactive = no such curve, though single readings can be large; an effect the other way counts as inactive or inconclusive.
# Under each structure: DRD3 agonist	KB-3-1 cytotox	HT1080 IDH1KD tx	HT1080-NT tox	KB-V1 MDR tox	MCF10A rerep	SW480 rereplic	IL1B secr inh	GLP1R cytotox
COc1cc(OC)cc(C(=O)NC(C(=O)Nc2ccc3nc(C)sc3c2)C(C)C)c1 (stereo not drawn)
  -7	?	2%	-3%	28%	13%	-41%[inhibitor]	-3	-18%
CSc1nc(NCCOCCO)c2sc3nc(-c4ccco4)c4c(c3c2n1)CCC4
  0	0%	-4%[9.24 µM]	?	-15%	?	?	-14	?
COc1cc(NC(=O)Cn2c(-c3cncs3)nc3ccccc32)cc(OC)c1OC
  0	10%	-11%	-1%	-13%	14%	-6%	1	-11%
CCO/C=C1\C(=O)N(c2ccc(OCC)cc2)C(=O)c2ccccc21
  -1	0%	-2%	27%	-8%	-4%	15%	0	24%
Cc1cc(NS(=O)(=O)N(C)C)ccc1C(C)C
  5	2%	-4%	0%	3%	?	-2%	22	-18%
CCCN1CCN(C(=O)c2oc3ccccc3c2NC(=O)C2CC2)CC1
  -16	8%	1%	16%	2%	5%	8%	10	3%
Cc1ccc(N2C(=O)CSC23C(=O)N(CC(=O)NCCc2ccccc2)c2ccccc23)cc1C (stereo not drawn)
  -3	-1%	·	·	0%	·	·	·	1%
O=C1c2[nH]nc(-c3ccccc3O)c2C(c2cccc(Br)c2)N1Cc1ccncc1 (stereo not drawn)
  -6	2.6µM*	·	·	?	·	·	·	?
COc1ccc2nc(SCC(=O)c3c(N)n(C4CC4)c(=O)[nH]c3=O)[nH]c2c1
  1	0%	5%	-1%	17%	3%	0%	-1	-23%
NC(=O)c1ccccc1NC(=O)Nc1ccccc1Cl
  0	17%	5%	0%	2%	?	-8%	-17	-4%
O=C(CS(=O)c1ccc(C(F)(F)F)cc1[N+](=O)[O-])Oc1ccc(Cl)cc1 (stereo not drawn)
  -4	?	?	?	0%	13µM*	?	-98*	1%
Cc1ccc(COn2c(-c3ccc(Cl)cc3)nc3ccc([N+](=O)[O-])cc32)cc1
  -3	-1%	0%	12%	-27%	?	-5%	-10	0%
CC1(C)Cc2nc(NCCCO)c(C#N)cc2CO1
  -13	-8%	0%	2%	-11%	-1%	6%	-13	-15%
O=C(O)CN1CCN(c2ncc(C(F)(F)F)cc2Cl)CC1
  6	9%	16%	7%	1%	3%	19%	26	5%
C#CCOCCOCCOCCNc1nc(N2CCOCC2)nc(N2CCN(C(=O)[C@H](CCC(=O)O)n3cc(C(N)[C@H](C)CC)nn3)CC2)n1 (stereo partly drawn)
  16	?	2%	4%	0%	-15%	-7%	17	5%
COc1cc2c(cc1OC)CN(C(=O)c1ccc(S(=O)(=O)N3CCCC3)cc1)CC2
  -10	0%	-1%	3%	-13%	-3%	0%	-17	-7%
Cc1ccc(NC(=O)CSCC(=O)NNC(=O)c2nn(C)c(=O)c3ccccc23)cc1
  1	19%	0%	1%	-15%	-5%	-7%	4	?
Cc1ccccc1C(=O)NC1CCN(CC(=O)Nc2ccccc2)CC1
  -15	1%	1%	10%	-2%	-6%	-23%	-6	-2%
CCOC(=O)c1ccc(NC(=O)c2c(NCc3cccc(OC)c3)sc3c2CCC3)cc1
  0	1%	·	·	-13%	·	·	·	-6%
Cc1ccc2nc(-c3cc(-c4ccccc4)no3)cn2c1
  4	-3%	0%	0%	-11%	-2%	?	-16	9%
CC(C)CC(=O)N1CCN(S(=O)(=O)c2ccc3ccccc3c2)CC1
  -2	?	-14%	-16%	7.3µM*	6%	4%	-5	-15%
COc1ccc2oc(=O)c(/C(C)=N/Nc3nc(-c4cc(C)ccc4C)cs3)cc2c1
  -13	-3%	12%	11%	7%	-6%	-3%	-3	-20%
Nc1ncnc2c1ncn2[C@@H]1O[C@H](CNC(=O)[C@@H](N)Cc2ccc(C(=O)c3ccccc3)cc2)[C@@H](O)[C@H]1O
  -7	0%	13%	16%	14%	·	·	-26	1%
O=C(CC1CC2CCC1C2)Nc1nc(-c2ccccn2)cs1 (stereo not drawn)
  1	?	-26%	-2%	?	?	5%	91	?
Cc1cc(C)n2c(SCC(=O)Nc3cc(S(=O)(=O)N(C)C)ccc3C)nnc2n1
  1	0%	8%	7%	4%	-3%	-3%	30	15%
Cc1ccc(Cc2c(C)nc3nc(SCC(=O)NCCCN4CCCCCC4)nn3c2C)cc1
  -18	-3%	-14%	-15%	17%	-1%	4%	-23	-7%
Cc1sc2nc3ccc(NCc4ccco4)nn3c(=O)c2c1C
  -6	-21%	-8%	-1%	-3%	?	?	-8	·
Cc1cc(C)c(S(=O)(=O)NC(C)C)c(C)c1-n1cnnn1
  4	3%	-17%	-9%	-6%	9%	-1%	42	11%
CC(C)Cc1cc(C(C)(C)C)ccc1OC(=S)N(C)C
  11	?	-5%	-14%	?	2%	-3%	20	6%
CCN(CC)C(=O)[C@H]1CC(CC(=O)NCc2cccc(C(F)(F)F)c2)C(=O)N2CCc3c([nH]c4ccc(OC)cc34)[C@]12C (stereo partly drawn)
  0	0%	-23%	-7%	-5%	-41%[inhibitor]	?	0	-13%
CC[C@]12c3[nH]c4ccc(Cl)cc4c3CCN1C(=O)[C@@H](CC(=O)NCCc1ccccn1)C[C@@H]2C(=O)N1CCN(C(=O)c2ccco2)CC1
  15	0%	-1%	0%	0%	17%	10%	41	1%
Cc1ccc(Cn2cc(S(=O)(=O)c3ccc(C(C)C)cc3)c(=O)c3cc4c(cc32)OCO4)cc1
  -8	5%	7%	12%	-33%	1%	0%	1	-10%
CCn1cc(C(=O)N2CCN(c3ccc(OC)cc3)CC2)c(=O)c2cc(S(=O)(=O)N3CCOCC3)ccc21
  6&-8	11%&-3%	-9%	4%	?	-1%	-7%	-6	-2%&0%
O=C(c1cc(-c2cccc(Cl)c2)on1)N1CCN(c2ccccc2)CC1
  -11&-4	-3%&17%	18%	0%	-10%&0%	17%	22%	-5	-1%&8%
COC(=O)c1cnc(Nc2nc(C(N)Cc3ccc(Cl)cc3)cs2)nc1C(F)(F)F (stereo not drawn)
  5	?	?	?	-17%	·	·	-21	3%
C[C@]12c3[nH]c4cc(-c5ccco5)ccc4c3CCN1C(=O)[C@@H](CC(=O)NCC13CC4CC(CC(C4)C1)C3)C[C@@H]2C(=O)N1CCOCC1
  -20	?	18µM*	?	23µM*	?	-3%	-19	-11%
Cc1ccccc1CN1CCc2cc([N+](=O)[O-])ccc21
  -12	-10%	-13%	-2%	?	7%	2%	-13	-26%
N#C/C(=C\c1ccc(F)cc1)C(=O)NCC1CCCO1 (stereo not drawn)
  0	1%	·	·	?	·	·	·	-1%
CCc1ccc2c(CN(C)Cc3ccc(OC(F)F)c(OC)c3)cc(=O)oc2c1
  5	21%	-6%	-1%	-15%	?	1%	-14	3%
CN(C(=O)CSc1nc2ccccc2n1C)C1CCS(=O)(=O)C1 (stereo not drawn)
  1	0%	10%	7%	9%	7%	-3%	4	1%
O=C(OCC(=O)N1CCOCC1)c1cccc(S(=O)(=O)Nc2ccc(F)cc2)c1
  -2	-6%	0%	-7%	2%	-2%	-32%	5	-7%
O=C(NCC(c1cccs1)N1CCOCC1)c1cnc(Cl)c(Cl)c1 (stereo not drawn)
  -14	·	-2%	?	·	18%	?	-98*	-7%
COc1ccc(-c2cc(C(=O)NCCc3ccccc3)c3cc(C(C)C)ccc3n2)cc1
  7	-3%	·	·	21%	·	·	·	-2%
Cc1cc(C)c(S(=O)(=O)NCCn2c(C)cc3ccccc32)c(C)c1
  1	4%	-22%	-3%	8%	10%	?	26	-17%
Cc1ccn2cc(-c3ccc(NS(=O)(=O)c4ccccc4)cc3)nc2c1
  0	-1%	-19%	-8%	16µM*	?	-44%[inhibitor]	1	-18%
O=C(COC(=O)c1ccc2c(c1)OCO2)NC1CCCCC1
  5	·	5%	4%	·	?	-7%	8	17%
C=CCC[C@@H](Cc1ccc(F)cc1)C(=O)OC[C@@H](NC(=O)[C@@H](CC=C)CC(=O)N[C@@H](CO)Cc1ccccc1)C(C)(C)C
  -4	?	?	?	?	?	1%	?	-22%
CCOc1ccc(OCCC(=O)OCC(=O)Nc2cc(C)nn2-c2ccccc2)cc1
  2	1%	0%	-2%	-5%	-4%	-10%	5	-1%
O=C(NCCN1CCN(C(=O)c2ccccc2Cl)CC1)C(=O)NCc1ccccc1
  -3	9%	11%	13%	-3%	0%	-23%	7	5%
S=c1nc(-c2ccc(Br)cc2)[nH]c2ccccc12
  -6	3%	-15%	-18%	16%	1%	-1%	0	-10%
O=C(COC(=O)c1ccc(Cl)nc1)NCc1ccco1
  19	13%	17%	?	24%	-26%	-51%[inhibitor]	9	11%
O=C(/C=C/c1ccc(Cl)cc1Cl)NCCSc1ccccc1
  -4	28%	-8%	0%	18%	?	-8%	-88*	-14%

# Entries of single compounds, looked up by structure:
# S=c1nc(-c2ccc(Br)cc2)[nH]c2ccccc12 across the screens: DRD3 agonist: -6; KB-3-1 cytotox: 3%; HT1080 IDH1KD tx: -15%; HT1080-NT tox: -18%; KB-V1 MDR tox: 16%; MCF10A rerep: 1%; SW480 rereplic: -1%; IL1B secr inh: 0; GLP1R cytotox: -10%
# O=C(COC(=O)c1ccc2c(c1)OCO2)NC1CCCCC1 across the screens: DRD3 agonist: 5; KB-3-1 cytotox: ·; HT1080 IDH1KD tx: 5%; HT1080-NT tox: 4%; KB-V1 MDR tox: ·; MCF10A rerep: ?; SW480 rereplic: -7%; IL1B secr inh: 8; GLP1R cytotox: 17%

# Assay outcomes from PubChem.
